Screening results as filed in PubChem.
Dengue-2 NS5 capping: flavivirus cap methylation enzyme inhibition – biochemical, confirmation dose response, primary screen (AID 588689). Dengue-2 NS5 methyltransferase capping enzyme assay, biochemical; higher % means a stronger effect. one-dose inhibition, % at 25 µM; IC50 in µM for titrated hits. 340,000 tested, 0.3% active; in the data active = a potency from the dose series
MgcRacGAP inhibition: MgcRacGAP GTPase-activating activity inhibitors, confirmation, biochemical, ADP Hunter fluorescence. MgcRacGAP-stimulated Rac1 GTP hydrolysis, ADP Hunter fluorescence; higher % means a stronger effect; GST-tagged Rac1 F28L mutant substrate. inhibition, % at 30 µM, or IC50 in µM where a hit was titrated. 340,000 tested, 0.6% active;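 active = first-screen hits whose inhibition reached a set limit at any dose in the follow-up dose series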;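 note: fluorescence reports GDP produced by GAP-driven GTP hydrolysis; strong numbers were not always called active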
Dengue-2 NS5 capping pilot replicate: second read-out of Dengue-2 NS5 capping, no call of its own (marks repeat the call); inhibition, %; measured here: pilot screen replicate inhibition
Starred values were filed as active, the others as inactive. The list is partial; count on the stated rates, not on these rows.

SMILES	Dengue-2 NS5 capping	MgcRacGAP inhibition	others
COc1ccc(S(=O)(=O)N2CCCCC2)cc1NS(=O)(=O)c1ccccc1	0%	5%
COc1ccc(-c2nc(CN3CCC(C(=O)NC4CCCc5ccccc54)CC3)c(C)o2)cc1OC (stereo not given)	-1%	-11%
O=C(COc1ccc2cc(Br)ccc2c1)N1CCOCC1	1%	16%
CC(C)C[C@@H](CNCC(=O)[C@H](CC(C)C)NC(=O)c1[nH]cnc1C(=O)N[C@@H](C)CN)NC(=O)c1nc[nH]c1C(=O)N[C@@H](CC(=O)O)C(=O)O	7%	2%	Dengue-2 NS5 capping pilot replicate=0.6
CCOC(=O)c1cc(OCC)c2c(ccc3cc(OC)ccc32)n1	-7%	5%
Cc1ccc(S(=O)(=O)N2CCOCC2)cc1NC(=O)COc1ccccc1Cc1ccccc1	22%	4%
CCC(C)c1ccc(S(=O)(=O)N2CCN(C(=O)CN3C(=O)NC(C)(C4CC4)C3=O)CC2)cc1 (stereo not given)	4%	-21%
CC(C)(C)OC(=O)C[C@@H]1C/C=C\C[C@@H](CC(=O)NCCO)C(=O)N2CCC[C@H]2COC1=O	-12%	9%
COc1ccc(C(=O)Nc2ccccc2C(=O)NC2CC2)c(OC)c1OC	3%	9%
O=C(N/C(=C/c1ccc(F)cc1)C(=O)N1CCOCC1)c1ccco1	1%	3%
COc1cc2sc3cc(NCc4ccc5c(c4)OCO5)ccc3c(=O)c2cc1OC	5%	3%
O=[N+]([O-])c1ccc(NN=Cc2cccc3ccccc23)cc1	-29%	3%
COc1ccc(C(=O)/C=C/c2ccc(O)cc2)c(O)c1C/C=C(\C)CCC=C(C)C	-3%	2%
COc1ccc(/C(O)=C2/C(=O)C(=O)N(CCCN3CCOCC3)C2c2ccc(Cl)cc2)cc1 (stereo not given)	4%	13%
Cc1ccc(S(=O)(=O)N(C)C)cc1NC(=O)C(C)OC(=O)C1CCCCC1 (stereo not given)	-12%	-3%
C[C@H](CO)N1C[C@H](C)[C@H](CN(C)Cc2ccccc2)Oc2c(NC(=O)Nc3ccc(F)cc3)cccc2C1=O	-57%	4%
CC1(O)C(c2ccccc2)=Nc2ccccc21 (stereo not given)	0%	3%
C#CCOCCOCCOCCNc1nc(N2CCN(C(=O)Cn3cc(CCO)nn3)CC2)nc(N2CCN(C(=O)Cn3cc(CCCCN)nn3)CC2)n1	-2%	6%
O=C(Cc1c(F)cccc1Cl)OCC(=O)c1ccc[nH]1	-3%	7%
COc1cccc2cc(C(=O)OCC(=O)NC3CCCC(C)C3C)c(=O)oc12 (stereo not given)	0%	4%
COc1ccccc1C(=O)COC(=O)C(NC(=O)Cc1ccccc1)C(C)C (stereo not given)	2%	4%
NS(=O)(=O)c1ccc(CNC(=O)c2cc(S(=O)(=O)N3CCOCC3)c(Cl)cc2Cl)cc1	4%	-2%
O=C(NCCc1ccccc1)c1ccc(S(=O)(=O)N2CCCCC2)cc1	2%	10%
COCCN(C(=S)Nc1ccc(OC)c(Cl)c1)C1CCN(C(C)=O)CC1	-8%	7%
NCCC1CN(C(=O)OCc2ccccc2)c2ccccc21 (stereo not given)	-4%	6%
CC(C)CCOc1cccc(C2c3c(oc4ccccc4c3=O)C(=O)N2CCCN2CCOCC2)c1 (stereo not given)	-2%	3%
O=C(O)c1c(-c2ccccc2)cnc2ccccc12	5%	-1%
C[C@@H](C(=O)OCC(=O)c1ccccc1)N1C(=O)C2CCCCC2C1=O (stereo not given in full)	-2%	1%
CCc1ccc(CCC(=O)N2CCN(S(=O)(=O)c3sc(C(=O)O)c(C)c3C(=O)O)CC2)cc1	-6%	4%
Cc1cccc(N=Cc2ccccc2O)c1C	-7%	7%
C[C@H](CO)N1C[C@H](C)[C@@H](CN(C)C(=O)Oc2ccccc2)OCc2cn(nn2)CCCC1=O	5%	-4%
Cc1ccc(C)c(S(=O)(=O)N(C)c2ccc(OC(=O)CN3C(=O)NC4(CCCC4)C3=O)cc2)c1	-2%	5%
CC1(NS(=O)(=O)c2ccc(Cl)s2)CCS(=O)(=O)C1 (stereo not given)	-9%	7%
CCC1(OC(=O)CN(C)C)C(=O)OCc2c1cc1n(c2=O)Cc2cc3c(N)cccc3nc2-1 (stereo not given)	15%	9%
CC(=O)Nc1ccc(NC(=O)C2CCN(S(C)(=O)=O)CC2)cc1	0%	13%
CCc1nc2ccccc2c(C(=O)OCC(=O)N(CC(C)C)c2c(N)n(Cc3ccccc3)c(=O)[nH]c2=O)c1C	-1%	5%
C[C@@H]1CCCCO[C@@H](CN(C)S(=O)(=O)c2cn(C)cn2)[C@@H](C)CN([C@H](C)CO)C(=O)c2cc(NC(=O)Nc3ccc(C(F)(F)F)cc3)ccc2O1	4%	10%
C/C(=N/Nc1ccc(C(=O)O)cc1)c1ccc2c(c1)Nc1ccccc1S2	-6%	51µM*
C[C@H]1CN([C@@H](C)CO)C(=O)CCCn2nncc2CO[C@H]1CN(C)C(=O)c1ccncc1	-6%	14%
O=C(NNC(=O)c1ccc(Cl)nc1)c1ccc(Br)cc1	6%	4%

Retrieved one by one from the list above (4):
SMILES	Dengue-2 NS5 capping	MgcRacGAP inhibition	others
Cc1cccc(N=Cc2ccccc2O)c1C	-7%	7%
C[C@H]1CN([C@@H](C)CO)C(=O)CCCn2nncc2CO[C@H]1CN(C)C(=O)c1ccncc1	-6%	14%
O=C(Cc1c(F)cccc1Cl)OCC(=O)c1ccc[nH]1	-3%	7%
Cc1ccc(S(=O)(=O)N(C)C)cc1NC(=O)C(C)OC(=O)C1CCCCC1 (stereo not given)	-12%	-3%

Further records.
SMILES	Dengue-2 NS5 capping	MgcRacGAP inhibition	others
C[C@H]1CN([C@@H](C)CO)C(=O)CCCn2nncc2CO[C@H]1CN(C)C(=O)Nc1ccc2c(c1)OCO2	-3%	-23%
Cc1noc(C)c1C(=O)OC(C)C(=O)Nc1ccc2c(c1)OCO2 (stereo not given)	-1%	3%
N#Cc1ccc(C(=O)OCC(=O)Nc2cccc(S(=O)(=O)NC3=NCCC3)c2)cc1	-4%	1%
NC(=O)c1ccsc1NC(=O)COC(=O)CCCOc1ccccc1	-3%	6%
O=C(NNC(=O)c1ccccc1O)c1ccccc1O	-3%	-3%
O=C(C[C@H]1C/C=C\C[C@@H](Cc2ccc(F)cc2)C(=O)OC[C@H]2CCCN2C1=O)N[C@H](CO)Cc1ccccc1	2%	4%
COCCN(C(=O)c1ccc(-c2ccc([N+](=O)[O-])cc2)o1)c1c(N)n(CC(C)C)c(=O)[nH]c1=O	-4%	3%
CN(CC(=O)Nc1ccc(OC(F)(F)F)cc1)C(=O)/C=C/c1ccco1	-2%	-2%
Cc1ccc(S(=O)(=O)N2CCN(S(=O)(=O)c3ccccc3Br)C2=O)cc1	2%	3%	Dengue-2 NS5 capping pilot replicate=3.0
C[C@H](CO)N1C[C@H](C)[C@@H](CN(C)S(C)(=O)=O)Oc2ccc(NC(=O)Cn3cnnn3)cc2C1=O	5%	3%	Dengue-2 NS5 capping pilot replicate=-0.3
O=C(c1ccccc1)c1ccc(C(=O)N2CCN(c3ccccc3O)CC2)cc1	4%	13%
Cc1nc(SCC(=O)NNC(=O)c2ccc(F)cc2)c2ccccc2n1	-7%	-4%
Cn1c2c(c3ccccc31)CCN(CCCCN1CCN(c3ccccc3)CC1)C2=O	-5%	0%
Cc1cc(C)c2cc(C#N)c(N3CCNCC3)nc2c1	-14%	-2%
CCC(C)(C)C1CCC2(CC1)NC(=O)N(CC(=O)NC(C)CCc1ccccc1)C2=O (stereo not given)	2%	10%
Nc1ccc(S(=O)(=O)Nc2cc(Cl)c(N)c(Cl)c2)cc1	3%	2%
O=[N+]([O-])c1cccc(/C=C2\CCc3cnn(C4CCS(=O)(=O)C4)c32)c1 (stereo not given)	3%	18%
NNC(=O)c1nnsc1-c1csnn1	-1%	10%
CCOC(=O)Nc1cccc(OCC(=O)Nc2ccc3c(c2)CCC3)c1	-2%	3%
Cc1nn(CC(=O)NC2CC2)c(C)c1S(=O)(=O)N(C)C	1%	8%

Compounds shown so far with a thiophene ring, fused or not, in the order listed:
SMILES	Dengue-2 NS5 capping	MgcRacGAP inhibition	others
CCc1ccc(CCC(=O)N2CCN(S(=O)(=O)c3sc(C(=O)O)c(C)c3C(=O)O)CC2)cc1	-6%	4%
CC1(NS(=O)(=O)c2ccc(Cl)s2)CCS(=O)(=O)C1 (stereo not given)	-9%	7%
NC(=O)c1ccsc1NC(=O)COC(=O)CCCOc1ccccc1	-3%	6%

(listing goes on)
SMILES	Dengue-2 NS5 capping	MgcRacGAP inhibition	others
Cc1c(C(=O)NCc2ccco2)oc2ccc(Br)cc12	0%	-1%
O=C1[C@H]2CCC=C[C@H]2[C@H](c2ccccc2Br)N1Cc1ccccc1	1%	9%	Dengue-2 NS5 capping pilot replicate=-2.1
C[C@H](CO)N1C[C@H](C)[C@@H](CN(C)CC2CC2)OCc2cnnn2CCCC1=O	3%	6%
O=C1c2ccccc2C(O)(c2ccccc2)N1c1ccc([N+](=O)[O-])cc1Cl (stereo not given)	61µM*	0%
NC(=O)Nc1ccc(C(=O)OCC(=O)NC2CCCc3ccccc32)cc1 (stereo not given)	-7%	-2%
CC(=O)Nc1ccc(NC(=O)C(C)OC(=O)C23CC4CC(CC(Cl)(C4)C2)C3)cc1 (stereo not given)	4%	4%
O=C(Cn1cnc2c(OCc3ccccc3)ncnc21)NCc1nc2ccccc2[nH]1	9%	7%	Dengue-2 NS5 capping pilot replicate=1.2
CCCn1c(SCC(=O)Nc2cc(C)on2)n[nH]c1=O	-4%	4%
O=C(Nc1ccc(N2CCOCC2)cc1)C1=NN(c2ccccc2)C(=O)CC1	4%	2%
CCCCN1CC(COCc2ccccc2)Oc2cccc(Oc3ccc(F)cc3)c2S1(=O)=O (stereo not given)	-6%	6%
O=C(CN1C(=O)NC2(CCCCCCC2)C1=O)Nc1cccc(Br)c1	-1%	3%
CCOC(=O)C1=C(C(=O)OCC)c2ccc(OC)c(OC)c2C1	-2%	4%
Cn1c(N)c(C(=O)COC(=O)COc2ccc(Cl)cc2Cl)c(=O)n(C)c1=O	0%	-1%
COc1ccc(OC)c(CN2CCN(C(=O)CNC(=O)c3ccccc3F)CC2)c1	-1%	4%
CC(=O)Nc1cccc(OCc2cccc([N+](=O)[O-])c2)c1	-4%	7%
C[C@]12c3[nH]c4cc(-c5ccco5)ccc4c3CCN1C(=O)[C@@H](CC(=O)NCCC1=CCCCC1)C[C@@H]2C(=O)N1CCCCC1	1%	8%
Oc1[nH]c2ccccc2c1N=Nc1ccccn1	-6%	7%
O=S(=O)(c1ccc(=S)[nH]c1)N1CCCC1	-3%	17%
O=C(COC(=O)COc1ccc(Cl)cc1)Nc1ncc(Br)s1	4%	-3%
CC1CCCN(S(=O)(=O)c2ccc3[nH]c(=O)cc(C(=O)NCCCN4CCCCCC4)c3c2)C1 (stereo not given)	-5%	17%
Cc1csc(NC(=O)C2CCN(S(=O)(=O)c3ccccc3)CC2)n1	4%	3%
COc1cc2c(cc1OC)[C@@H](NC(=O)CCc1ccccc1)[C@H](O)C2	-5%	8%	Dengue-2 NS5 capping pilot replicate=1.5
COc1ccccc1C(=O)NC(=S)Nc1ccc(N2CCOCC2)cc1	6%	18%
CC[C@]1(C(=O)OC)[C@H]2C(=O)N(Cc3ccccc3)C(=O)[C@H]2[C@H]2CN=C(SC)N21	1%	11%	Dengue-2 NS5 capping pilot replicate=-1.2
O=C(Nc1cccc(Cl)c1Cl)c1ccco1	3%	11%
COc1ccc(NC(=O)CN(C)C(=O)c2cc(C3CC3)nn2-c2ccccc2)cc1	-1%	7%

A draw from above in order of length of the SMILES, lowest first:
SMILES	Dengue-2 NS5 capping	MgcRacGAP inhibition	others
O=C(Nc1cccc(Cl)c1Cl)c1ccco1	3%	11%
O=C(COC(=O)COc1ccc(Cl)cc1)Nc1ncc(Br)s1	4%	-3%
COc1ccccc1C(=O)NC(=S)Nc1ccc(N2CCOCC2)cc1	6%	18%
COc1cc2c(cc1OC)[C@@H](NC(=O)CCc1ccccc1)[C@H](O)C2	-5%	8%	Dengue-2 NS5 capping pilot replicate=1.5
COc1ccc(NC(=O)CN(C)C(=O)c2cc(C3CC3)nn2-c2ccccc2)cc1	-1%	7%
CC[C@]1(C(=O)OC)[C@H]2C(=O)N(Cc3ccccc3)C(=O)[C@H]2[C@H]2CN=C(SC)N21	1%	11%	Dengue-2 NS5 capping pilot replicate=-1.2
